Assay outcomes: PubChem, Broad Institute
RAD54 branch = inhibitors of human RAD54 branch migration; Q92698; RAD54 Holliday junction branch migration, FAM/BHQ fluorescence; inhibition, % at 10.4 µM; hit rate 0.14% among 360,000; AID 602329;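 active = mean normalized replicate activity at least 40 and at least half of replicates scoring 40 or more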;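 note: 0% = median of neutral control wells and 100% = median of positive control wells; inhibitors cause a drop in the FAM fluorescence signal; in these data hits start at about 50%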
Target sequence (Q92698 whole entry, looked up): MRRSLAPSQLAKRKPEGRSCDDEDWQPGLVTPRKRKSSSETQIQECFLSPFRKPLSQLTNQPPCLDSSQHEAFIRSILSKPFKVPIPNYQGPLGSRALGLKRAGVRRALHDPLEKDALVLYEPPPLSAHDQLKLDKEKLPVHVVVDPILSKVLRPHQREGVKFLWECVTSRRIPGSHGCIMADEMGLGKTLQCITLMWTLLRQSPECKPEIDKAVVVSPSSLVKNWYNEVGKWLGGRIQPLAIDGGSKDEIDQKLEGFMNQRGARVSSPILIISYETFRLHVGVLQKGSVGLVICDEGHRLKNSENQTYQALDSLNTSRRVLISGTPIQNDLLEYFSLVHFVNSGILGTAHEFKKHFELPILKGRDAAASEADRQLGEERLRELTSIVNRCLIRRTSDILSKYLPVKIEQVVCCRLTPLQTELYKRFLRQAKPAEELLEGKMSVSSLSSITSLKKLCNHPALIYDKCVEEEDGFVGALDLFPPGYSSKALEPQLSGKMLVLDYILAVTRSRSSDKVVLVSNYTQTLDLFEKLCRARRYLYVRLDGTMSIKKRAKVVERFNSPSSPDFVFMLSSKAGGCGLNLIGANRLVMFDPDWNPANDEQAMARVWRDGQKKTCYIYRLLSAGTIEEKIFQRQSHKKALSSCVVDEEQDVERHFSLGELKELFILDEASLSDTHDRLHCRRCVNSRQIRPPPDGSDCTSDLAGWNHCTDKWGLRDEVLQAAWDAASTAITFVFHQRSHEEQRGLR
miR-122 sensor = inhibitors of miR-122 in Huh7 cells | Huh7 miR-122 Renilla luciferase sensor, 48 h; neutral wells = 0, positive control = 100 | hit rate 0.3% among 340,000 | activation (reporter increase), % at 12.5 µM | AID 602342;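 active = mean replicate activation score at least 90 and every replicate individually at or above 90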;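 note: higher luciferase means less miR-122 activity so hits act as miR-122 inhibitors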
ERAP1 HTS inh = inhibitors of human ERAP1 aminopeptidase | Q9NZ08 | recombinant ERAP1, Leu-AMC fluorescence, 60 min | inhibition, % at 10.7 µM | hit rate 0.15% among 340,000 | AID 652197;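 active = mean replicate inhibition of at least 30%, or all replicates individually reaching that 30% level; inactive = mean below 30% and not every replicate reaching it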;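 note: 0% = neutral control wells and 100% = L-leucinethiol positive control wells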
E-sel inducer = induces E-selectin expression in human endothelial cells; P16581; HUVEC E-selectin immunofluorescence imaging; normalized: neutral wells 0, TNF-alpha wells 100; activation, % at 7.58 µM; hit rate 0.37% among 260,000; AID 686992;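 active = mean E-selectin-positive cell signal at least 10% of the positive control, reached in at least 60% of replicates, without over 20% cell loss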;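 note: in these data hits start at about 27%; measured in HUVEC primary endothelial cells; signal is the percent of cells scored E-selectin positive by PE staining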
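Test system: HUVEC | Signal: Immunofluorescence imaging | Read-out: Percent E-selectin-positive cells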
Cneo AK release = causes C. neoformans cell lysis. hit rate 0.2% among 360,000. adenylate kinase release luminescence, 4 h; normalised: neutral wells 0, clomiphene wells 100. lysis activity, % at 15 µM. AID 651654;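 active = mean lysis activity across replicates of at least 80%, whatever share of replicates individually reach that level; inactive = mean lysis activity below 80%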
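Material – Cryptococcus neoformans yeast cells · Quantity – 5 × 10^6 yeast cells/mL · Buffer or medium – YPD medium · Compound – single dose · Timing – 4 h static compound exposure, 37 °C, read 1 h post-reagent · Signal – adenylate kinase release luminescence · Read-out basis – lysis from increased AK signal · Benchmarks – Clomiphene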
PGC1a acetyl inh = modulators of PGC1a acetylation; U2OS PGC1a acetylation, AlphaScreen anti-acetyl-lysine; with virally co-expressed GCN5 acetyltransferase; inhibition, % at 15.6 µM; hit rate 0.17% among 350,000;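 active = every replicate shows inhibition of at least 40%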;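 note: 0% = neutral control wells and 100% = positive control wells; some results beyond the cut were filed as inactive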
RAD52 anneal inh = blocks human RAD52 DNA annealing. inhibition, % at 18.7 µM. AID 651710. hit rate 0.46% among 360,000. recombinant RAD52 DNA annealing, FRET fluorescence. P43351;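 active = every replicate showing at least 50% inhibition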
PglD inh = inhibitors of Campylobacter jejuni PglD acetyltransferase; purified PglD enzyme, DTNB colorimetric CoA detection; inhibition, % at 12.5 µM; hit rate 0.098% among 360,000; in the data active = inhibition above about 16%, passing the limit was not always enough; note: strong numbers were not always called active
* hit, by the source's call; x = no result given; [ ] = remark or other dose.

cpd	Compound	RAD54 branch	miR-122 sensor	ERAP1 HTS inh	E-sel inducer
1	C[C@@H]1CN([C@@H](C)CO)C(=O)c2cc(NC(=O)NC3CCCCC3)ccc2O[C@@H](C)CCCCO[C@@H]1CN(C)S(=O)(=O)c1cccs1	3	1[16.7 µM]	x	0.4
2	CO[C@@H]1CN(C)C(=O)c2cc(NC(=O)NC(C)C)ccc2OC[C@@H](C)N(C(=O)NC(C)C)C[C@@H]1C	7	1[16.7 µM]	0	-0.2
3	O=C(NCC1CCCO1)C(c1ccc(N2CCOCC2)cc1)N(C(=O)Cn1nnc2ccccc21)c1ccccc1F (stereo not drawn)	x	18	4	x
4	C[C@@H]1CN([C@H](C)CO)C(=O)c2cccc(NC(=O)Nc3ccc4c(c3)OCO4)c2O[C@@H]1CN(C)C(=O)Nc1ccc(C(F)(F)F)cc1	5	-4[16.7 µM]	0	60*
5	CCCNC(=O)[C@@H]1[C@@H](CO)[C@@H]2Cn3c(ccc(C4=CCCC4)c3=O)[C@H]1N2C(=O)C1CC1	0	-2[16.7 µM]	1	0.3
6	Cc1noc(C)c1NC(=O)N(C)C[C@@H]1OCCCC[C@H](C)Oc2ccc(NC(=O)Nc3cccc4ccccc34)cc2C(=O)N([C@@H](C)CO)C[C@H]1C	-13	-2[16.7 µM]	x	-0.1
7	N=c1c2c(-c3ccccc3)c(-c3ccccc3)n(Cc3ccco3)c2ncn1CCCO	5	-16	1	0.1
8	CCCC(=O)Nc1nnc(COC)s1	13	7	x	x
9	COCCn1nnnc1CN(Cc1cccnc1)Cc1cc2cc(OC)ccc2[nH]c1=O	-7	-7	x	x
10	COc1ccc(OC)c(C(=O)Cn2nnc(-c3ccc(N4CCOCC4)cc3)n2)c1	-5	4	0	4.5
11	N#CC1(NC(=O)COC(=O)c2nc(Cl)ccc2Cl)CCCCC1	x	-4	-1	x
12	O=C(C[C@@H]1CC[C@H]2NC[C@H](O)COC[C@@H]2O1)Nc1ccc(-c2ccccc2)cc1	9	-3[16.7 µM]	-2	-0.1

cpd	Cneo AK release	PGC1a acetyl inh	RAD52 anneal inh	PglD inh
1	0	-7	x	-3
2	3	x	-1	-1
3	x	-2	-7	x
4	-4	2	15	-1
5	3	x	-15	-3
6	12	12	x	-1
7	1	-23	-4	-2
8	0	-12	x	0
9	2	-3	x	-6
10	-5	-3	-17	4
11	x	26	-10	x
12	0	0	19	-1

Remaining list, next part
cpd	Compound	RAD54 branch	miR-122 sensor	ERAP1 HTS inh	E-sel inducer
13	CCN(CC)CCCn1c2c(c(SCC(=O)Nc3ccccc3Cl)nc1=O)CCC2	8	0	-2	-0.5
14	COc1ccccc1Cn1c(C)c(C(=O)NCc2ccc(C#N)cc2)sc1=O	2	x	x	x
15	Cc1cccc(NC(=O)C2CCN(S(=O)(=O)c3ccc4c(c3)NC(=O)CO4)CC2)c1	13	2	2	0.0
16	C[C@@H]1CN([C@@H](C)CO)C(=O)c2cc(NC(=O)CCC(F)(F)F)ccc2O[C@@H](C)CCCCO[C@@H]1CN(C)C(=O)C1CCCCC1	0	3[16.7 µM]	0	0.1
17	CN1C(=O)c2cc(NC(=O)C3CC3)ccc2OC[C@@H]2O[C@@H](CC(=O)NCCN3CCCC3)CC[C@@H]21	-4	-10[16.7 µM]	5	0.0
18	CCNC(=S)NNC(=O)c1cc(CC(C)C)nc2ccccc12	-16	1	x	x
19	O=C(Nc1cccc(-c2nnc(-c3ccccc3)o2)c1)C1CC1	-1	-8	-3	x
20	CN1CCN(CCN2CCn3c2nc2ccccc23)CC1	-1	-2	x	x
21	CC1CCCC(NC(=O)CCNC(=O)c2ccc(Br)cc2)C1C (stereo not drawn)	-18	6	2	x
22	CC1CCc2c(sc3nn[nH]c(=O)c23)C1 (stereo not drawn)	8	-11	-13	x
23	COc1cccc(CCNC(=O)C2CCCN(c3ncnc4c3nc3n4CCCCC3)C2)c1OC (stereo not drawn)	-1	5	0	x
24	CCc1ccccc1NC(=O)Nc1cnccn1	3	x	-5	0.1

cpd	Cneo AK release	PGC1a acetyl inh	RAD52 anneal inh	PglD inh
13	1	0	-11	5
14	0	x	-17	2
15	-1	1	-5	6
16	-3	0	-6	-2
17	-2	3	-5	3
18	9	4	x	-2
19	1	-9	-1	7
20	-2	-6	x	7
21	-3	x	-13	8
22	0	-1	-1	3
23	-3	-21	-12	1
24	2	x	-11	-1

(further entries)
cpd	Compound	RAD54 branch	miR-122 sensor	ERAP1 HTS inh	E-sel inducer
25	Cc1nnc(CN(C)Cc2cn[nH]c2-c2ccc(-c3ccccc3)cc2)o1	-6	-5	2	0.2
26	COc1ccccc1-c1cc(C2CC2)nc(N)c1C#N	-4	8	x	x
27	Cc1c(OCC(=O)NC2CCN(Cc3ccccc3)CC2)ccc2c3c(c(=O)oc12)CCC3	-2	-2	4	x
28	COC(=O)c1nc2n(n1)C(c1cccc(Cl)c1)C1=C(CC(C)(C)CC1=O)N2 (stereo not drawn)	10	1	2	0.9
29	O=C(NCc1ccccc1Cl)[C@@H]1[C@@H](CO)[C@@H]2Cn3c(cccc3=O)[C@@H]2N1C(=O)C1CCC1	3	-3[16.7 µM]	-1	-0.4
30	CN(CCc1ccccn1)S(=O)(=O)c1ccccc1F	11	-1	x	x
31	C=CCOc1c(Br)cc(/C=N/O)cc1OCC	4	-3	x	x
32	COC(=O)c1ccccc1NC(=O)Nc1cnccn1	-6	-14	x	x
33	Cc1ccc([N+](=O)[O-])c(OCCN2CCc3ccccc3C2)c1	-1	-3	4	0.1
34	Cc1cc(C)c(C(=O)COC(=O)CCNS(=O)(=O)c2c(Cl)cccc2Cl)cc1C	-8	-10	x	x
35	C/C(=N\NC(=O)CNC(=O)c1ccc(Br)cc1)c1ccco1	2	-12	0	0.1
36	O=C(CCCc1ccccc1)NCCc1ccc(F)cc1	-14	0	2	x

cpd	Cneo AK release	PGC1a acetyl inh	RAD52 anneal inh	PglD inh
25	-5	8	7	1
26	2	-8	x	0
27	-1	7	-17	1
28	-2	-4	3	0
29	2	x	-3	1
30	-3	12	x	x
31	-3	-4	x	-1
32	1	5	x	4
33	7	-17	7	-1
34	9	-6	x	5
35	-1	2	-2	1
36	1	0	3	-3

Continued.
cpd	Compound	RAD54 branch	miR-122 sensor	ERAP1 HTS inh	E-sel inducer
37	CCCn1nc2cc(C(=O)NCc3ccc(OC)cc3)ccc2c1OCC	-4	-1	x	-0.1
38	CC(C)(C)OC(=O)N1CCCC(C(=O)Nc2cccc(C(=O)N3CCCC3)c2)C1 (stereo not drawn)	9	-4	-2	-0.1
39	CCNC(=O)C[C@@H]1CC[C@H]2[C@@H](COC[C@H](O)CN2Cc2ccc(Cl)c(Cl)c2)O1	2	-1[16.7 µM]	-1	0.3
40	O=C(/C=C/c1cccc(F)c1)Nc1cc(S(=O)(=O)N2CCOCC2)ccc1Cl	-1	-6	0	x
41	CCN1CCN(Cc2cccc(Oc3ccccc3)c2)CC1	1	x	3	x
42	COC(=O)c1ccc(COC(=O)c2ccc(CS(=O)(=O)c3ccc(C)cc3)cc2)cc1	2	-6	x	x
43	COc1ccc(C2Nc3ccccc3C(=O)N2c2ccc(C)cc2)cc1Cn1nnc2ccccc21 (stereo not drawn)	2	x	3	x
44	Nc1cc2c(cc1Br)-c1ccccc1C2=NO	12	x	4	5.3
45	CC(=O)c1c(C)[nH]c(C(=O)OCC(=O)NCc2ccccc2)c1C	-3	0	-1	0.0
46	Cc1ccc(OCCn2cc(C(=S)N3CCCC3)c3ccccc32)cc1C	-6	20	x	x
47	C=CCn1c(O)c(N=NC(=S)Nc2ccccc2C)c2cc(S(=O)(=O)N3CCOCC3)ccc21	-8	-5	1	x
48	CCc1ccc(NC(=O)Cn2nnc(C(=O)NCc3ccc(OC)cc3)c2N)cc1	3	x	2	x

cpd	Cneo AK release	PGC1a acetyl inh	RAD52 anneal inh	PglD inh
37	2	-2	-6	0
38	4	x	-14	-3
39	42	9	2	-1
40	0	-7	-5	-4
41	1	10	9	-3
42	0	5	x	-1
43	-23	-16	-7	-4
44	1	-12	-10	5
45	0	-8	-22	0
46	2	-26	x	-46
47	2	-6	-18	0
48	3	x	-14	3

(further entries)
cpd	Compound	RAD54 branch	miR-122 sensor	ERAP1 HTS inh	E-sel inducer
49	Cc1nn(CC(=O)Nc2ccccn2)c(=O)c2ccccc12	2	1	-7	x
50	Cc1noc(C)c1S(=O)(=O)Nc1ccc2c(c1)C(=O)N([C@@H](C)CO)C[C@@H](C)[C@H](CN(C)S(=O)(=O)c1cccs1)O2	-2	0[16.7 µM]	-1	-0.3
51	Cn1c(=O)[nH]c2nc[nH]c2c1=O	-4	-1	-2	-0.1
52	C[C@H](CO)N1C[C@H](C)[C@@H](CN(C)C(=O)C2CC2)Oc2cc(-c3ccncc3)ccc2S1(=O)=O	-3	0[16.7 µM]	-4	-0.8
53	C[C@@H]1CN([C@H](C)CO)C(=O)c2cccc(NS(=O)(=O)c3cn(C)cn3)c2O[C@@H]1CN(C)S(=O)(=O)c1cccs1	-1	5[16.7 µM]	2	0.2
54	O=c1cc(CO)oc(CN2CCC(Cc3ccccc3)CC2)c1O	7	-4	x	x
55	CC(NC(=O)c1nn(C)c2c1CS(=O)(=O)c1ccccc1-2)c1ccccc1 (stereo not drawn)	x	5	-2	x
56	CO[C@@H]1CN(C)C(=O)c2ccc(NC(=O)c3ccccc3)cc2OC[C@@H](C)N(C(=O)C2CC2)C[C@H]1C	x	x	-1	1.9

cpd	Cneo AK release	PGC1a acetyl inh	RAD52 anneal inh	PglD inh
49	-1	3	-6	4
50	0	7	-2	3
51	1	x	-2	0
52	-6	11	-2	0
53	-2	-2	3	1
54	-2	-3	x	1
55	x	8	-3	x
56	x	-13	15	x
